GAA glycogen: qHTS Assay for Inhibitors and Activators of Human alpha-Glucosidase Cleavage of Glycogen. recombinant GAA, glycogen substrate, Amplex Red glucose oxidase fluorescence. Potency, µM (doses to about 76.4 µM), for the others: at the highest dose activity change, negative = inhibition, usual class: inhibitors. 0.38% of 300,000 active;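 note: 0% = full enzyme reaction and -100% = no-enzyme basal signal; the screen sought inhibitors and activators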
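Recombinant human alpha-glucosidase (4 nM final) hydrolysed bovine liver glycogen (30 ug) for 40 min at 37 C in pH 5.0 citrate/phosphate with 0.01% Tween-20. Released glucose detected by glucose oxidase/Amplex Red, Ex 573/Em 610 nm. Compounds up to 77 uM; AC50 from Hill fits.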
SMN2 splice up: qHTS Assay for Enhancers of SMN2 Splice Variant Expression; HEK293 SMN2-luciferase splicing reporter, luminescence, 30-36 h; AID 1458, 2008; 2.8% of 210,000 active; Potency, µM (series often up to 46.1 µM), for inactives: at the highest dose activity change, positive = activation, actives largely listed as activators; note: % of control where 0% means no effect; nearly all actives have a fitted effect of over 55% in size
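HEK293 cells carry an SMN2 […]–luciferase reporter in which exon 7 inclusion puts luciferase in frame. Cells were plated 10-12 h before compound addition, then incubated 30-36 h at 37C. ONE-Glo luminescence was read; sodium butyrate at 4.5 mM final served as control.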
Active calls of the source: *; ? = inconclusive; [ ] = remark or other dose. Calls come from the whole dose curve; as a rule, active = well fitted curve in the direction sought with a large enough effect; inconclusive = small, poorly fitted or top-dose-only effect, or another doubt; inactive = no such curve, though single readings can be large; an effect the other way counts as inactive or inconclusive. Potency is the fitted concentration of half-maximal effect. These rows are one share of the data; rates above refer to the full screens.

SMILES	GAA glycogen	SMN2 splice up
Cc1ccc(NC(=O)Cn2ncn3c(cc4ccccc43)c2=O)cc1C	8%[76.3 µM]	-22%
CCc1nn(CC(=O)N2CCN(c3cccc(C)c3C)CC2)c(=O)c2cc3occc3n12	1%[76.3 µM]	1%
COc1ccccc1N1CCN(C(=O)CN2C(=O)COc3ccc(S(=O)(=O)N4CCCCCC4)cc32)CC1	5%[76.3 µM]	-5%
O=C(Nc1ccc(O)c(-c2nc3ccccc3o2)c1)c1sc2ccccc2c1Cl	-5%[76.3 µM]	3%
Cc1ccc(Cl)cc1-n1c(=O)c2sc3ccccc3c2n(CC(=O)NC2CCCCC2)c1=O	8%[76.3 µM]	-3%
COc1ccc(CCNC(=O)CN(c2cc(C(F)(F)F)ccc2Cl)S(C)(=O)=O)cc1	2%[76.3 µM]	2%
COc1ccc(CNC(=O)c2cc3c(=O)[nH]c4ccc(C)cc4c3s2)c(OC)c1	-9%[76.3 µM]	2%
COc1ccc(NC(=O)Cn2c(C)c3cnn(-c4ccccc4)c(=O)c3c2C)c(OC)c1	2%[76.3 µM]	13%
CCOC(=O)CN(Cc1ccccc1)C(C(=O)NC1CCCCC1)c1ccccc1 (configuration not stated)	-21%[76.3 µM]	2%
CCOC(=O)c1c(C)n(-c2ccccc2)c2ccc(OC(=O)COc3ccc(Cl)cc3)cc12	5%[76.3 µM]	-6%
Nc1nnc(SCC(=O)Nc2ccccc2C(F)(F)F)s1	8%[76.3 µM]	12%
O=C(NCc1ccc(Cl)cc1)c1ccc2c(c1)N(Cc1ccccc1F)C(=O)c1ccccc1S2=O (configuration not stated)	-17%[76.3 µM]	4%
Cc1oc2ncn(C)c(=O)c2c1C(=O)Nc1ccccn1	-11%[76.3 µM]	-19%
CCC(Cn1nnc2ccccc2c1=O)NC(=O)Nc1ccccc1OC (configuration not stated)	4%[76.3 µM]	17%
Cc1ccc(NC(=O)c2c(C)oc3ccc(O)c(CN4CCCCCC4)c23)cc1	-6%[76.3 µM]	-7%
N#C/C(=C\c1c(Oc2ccc(Br)cc2)nc2ccccn2c1=O)c1nc2ccccc2s1	12%[76.3 µM]	19%
CCN(CC)CCCNC(=O)C(=O)Nc1ccc2nc3n(c(=O)c2c1)CCCCC3	3%[76.3 µM]	18%
Cc1cccc(Cn2c(COc3ccccc3)nc3ccccc32)c1	-10%[76.3 µM]	-16%
CN(C)CCN(Cc1ccco1)C(=O)c1cc2c(s1)-c1ccccc1OC2	10%[76.3 µM]	-5%
Cc1ccc(NC(=O)C(=O)NCC2(c3ccccc3)CCCC2)cc1Cl	5%[76.3 µM]	-7%
CCCSc1ncc(Cl)c(C(=O)Nc2sc3c(c2C(N)=O)CCCC3)n1	6%[76.3 µM]	6%
Nc1cc(=O)nc(SCC(=O)Nc2ccc(F)cc2)n1-c1ccc(Cl)cc1	5%[76.3 µM]	3%
CCOc1ccc(C(=O)Nc2ccc3oc(-c4cccc5ccccc45)nc3c2)cc1	12%[76.3 µM]	-9%
Cc1ccccc1COC(=O)c1ccc(-c2nnn(Cc3ccccc3F)n2)cc1	-1%[76.3 µM]	11%
Cc1cc(C)cc(-n2nnc(-c3nsc(NC(=O)c4ccccc4Cl)n3)c2C)c1	-4%[76.3 µM]	-2%

Arranged by count of non-hydrogen atoms (low to high): 3 of the compounds above
SMILES	GAA glycogen	SMN2 splice up
COc1ccc(CNC(=O)c2cc3c(=O)[nH]c4ccc(C)cc4c3s2)c(OC)c1	-9%[76.3 µM]	2%
CCOC(=O)CN(Cc1ccccc1)C(C(=O)NC1CCCCC1)c1ccccc1 (configuration not stated)	-21%[76.3 µM]	2%
CCc1nn(CC(=O)N2CCN(c3cccc(C)c3C)CC2)c(=O)c2cc3occc3n12	1%[76.3 µM]	1%

Not a retest: entries from further up.
SMILES	GAA glycogen	SMN2 splice up
Cc1ccc(NC(=O)Cn2ncn3c(cc4ccccc43)c2=O)cc1C	8%[76.3 µM]	-22%
CCc1nn(CC(=O)N2CCN(c3cccc(C)c3C)CC2)c(=O)c2cc3occc3n12	1%[76.3 µM]	1%

Next section
SMILES	GAA glycogen	SMN2 splice up
Cc1cc(C)cc(C(=O)Nc2cccc(-c3nc4ncccc4o3)c2C)c1	16%[76.3 µM]	12%
CCOC(=O)CC(NC(=O)CCc1c(C)nc2c(c1C)c(=O)n(C)c(=O)n2C)c1ccc(OCC)c(OC)c1 (configuration not stated)	19%[76.3 µM]	2%
Cc1noc(/C=C/c2cccs2)c1S(=O)(=O)N1CCC(C(=O)NCc2ccccc2Cl)CC1	-1%[76.3 µM]	-6%
CCCOc1ccc(C(=O)Nc2ccc(NC(=O)c3ccc(Br)cc3)cc2)cc1	-5%[76.3 µM]	3%
COc1ccc(C)cc1NC(=O)c1c(C(=O)Nc2cccc(C)c2C)sc2nc(C)cc(=O)n12	8%[76.3 µM]	11%
COc1ccc(/C=C\c2onc(C)c2S(=O)(=O)N2CCC(C(=O)Nc3ccccc3OC)CC2)cc1	-15%[76.3 µM]	-37%[inhibitor]
CCCN(CCC)C(=O)CSc1nc2sc3c(c2c(=O)n1-c1ccccc1)CCN(C(C)=O)C3	0%[76.3 µM]	19%
COc1cc(C2C(C(=O)Nc3ccccc3)=C(C)Nc3nc(SCc4ccccc4F)nn32)cc(OC)c1OC (configuration not stated)	-12%[76.3 µM]	5%
COc1ccc(S(=O)(=O)N(C)Cc2nc(-c3cccc(C)c3)no2)cc1	8%[76.3 µM]	-7%
Cc1ccc(N2C(=O)C(CC(=O)Nc3ccc(F)cc3)N(CCC3=CCCCC3)C2=O)cc1 (configuration not stated)	4%[76.3 µM]	12%
Cc1ccc(C)c(-n2c(CCC(=O)O)ccc2-c2ccc(Cl)cc2)c1	-2%[76.3 µM]	?
Cc1ccc(C)c(NC(=O)CSc2c3c(nc4ccc(Cl)cc24)CCCC3)c1	-13%[76.3 µM]	-9%
Cc1ccc(Nc2c(-c3ccc(N4CCOCC4)cc3)nc3ccc(C)cn23)cc1	-25%[76.3 µM]	6%
CCOc1ccc(CNC(=O)C2CCCN(c3nc4c(C)cc(C)cc4s3)C2)cc1 (configuration not stated)	-4%[76.3 µM]	8%
CCC(=O)N1CCc2cc(Br)cc(S(=O)(=O)CCC(=O)NCc3ccc(C)cc3)c21	6%[76.3 µM]	28%
CCC(C)NC(=O)CCc1c(C)nc2cc(-c3ccc(OC)cc3OC)nn2c1C (configuration not stated)	-2%[76.3 µM]	5%
CCc1cccc(NC(=O)CC2Oc3ccc(C)cc3NC2=O)c1 (configuration not stated)	-23%[76.3 µM]	16%
O=C(c1cc(-c2ccc(O)cc2)on1)N1CCN(c2ccccc2)CC1	1%	-18%
COc1ccc(Cl)cc1NC(=O)NCC1CCN(Cc2ccccc2F)CC1	6%	-40%[inhibitor]
CSc1cccc(NC(=O)CN(C)S(=O)(=O)c2ccc3c(c2)n(C)c(=O)c(=O)n3C)c1	4%[76.3 µM]	3%
CN(C)C(=O)c1ccc(NC(=O)Cn2nnnc2-c2ccccc2F)cc1	-7%[76.3 µM]	-6%
O=C(NCC(c1ccccc1)c1ccccc1)c1nn(-c2ccccc2Cl)nc1CO	5%[76.3 µM]	-78%[inhibitor]
COc1cc(NC(=O)c2nc3nc(C)cc(C(F)F)n3n2)c(OC)cc1Cl	-3%[76.3 µM]	-6%
Cc1ccc(C)c(N2CCN(C(=O)Cn3c(C)c4cnn(-c5ccccc5)c(=O)c4c3C)CC2)c1	-10%[76.3 µM]	-34%[inhibitor]
Clc1ccc(-c2csc(-c3nc(-c4ccc(Br)s4)cs3)n2)cc1	-7%[76.3 µM]	-6%
Continued.
SMILES	GAA glycogen	SMN2 splice up
COCCCNC(=O)C1CCCN(S(=O)(=O)c2ccc3c(c2)oc(=O)n3C)C1 (configuration not stated)	5%[76.3 µM]	10%
Cc1cccc(CC(=O)Nc2ccc3nc(N4CCC(C)CC4)cc(C)c3c2)c1	6%[76.3 µM]	-26%
Cc1ccc(Cn2c(=O)n(-c3ccc(C)c(C)c3)c(=O)c3c(C)c(C)sc32)cc1	-3%[76.3 µM]	1%
Cc1c(NC(=O)c2cc(-c3ccc(F)cc3)on2)c(=O)n(-c2ccccc2)n1C	10%	8%
CC(=O)n1nc(-c2cccnc2)nc1NCc1ccc(F)cc1	-1%[76.3 µM]	5%
CCN(CC)CCNC(=O)c1cc2c(=O)[nH]c3ccc(C)cc3c2s1	-2%[76.3 µM]	6%
COc1ccc(S(=O)(=O)c2cnc(SCC(=O)Nc3cc(F)ccc3C)[nH]c2=O)cc1Cl	-10%[76.3 µM]	-8%
CCCCCCc1cc2cc(-c3nnc(-c4ccc(C)cc4)o3)c(=O)oc2cc1O	-1%[76.3 µM]	-12%
O=C(NCc1cccc(Br)c1)C1CCN(C(=O)c2sccc2-n2cccc2)CC1	-4%[76.3 µM]	-34%[inhibitor]
COc1ccc(OC)c(C2NC(=O)NC(C)=C2C(=O)Nc2ccc(F)cc2)c1 (configuration not stated)	-2%[76.3 µM]	9%
CC(=O)c1cccc(NC(=O)CCS(=O)(=O)c2ccc3c(c2)n(C)c(=O)c(=O)n3C)c1	0%[76.3 µM]	6%
Cc1ccc2nc(-c3ccc(NC(=O)COc4ccccc4C(C)(C)C)cc3)sc2c1	-3%[76.3 µM]	?
CCCCOc1ccc(C2=NC(c3cccs3)=Nc3ccc(CC)cc3N2)cc1	-8%[76.3 µM]	12%
O=C(Nc1ccccc1Br)C1CCCN(S(=O)(=O)c2cccc3nsnc23)C1 (configuration not stated)	12%[76.3 µM]	-8%
CC(=O)c1ccc(NC(=O)c2ccc3c(c2)N(Cc2cccc(Cl)c2)C(=O)c2ccccc2S3(=O)=O)cc1	-13%[76.3 µM]	3%
CCOC(=O)Cn1c(=O)oc2cc(S(=O)(=O)N3CCC(C(=O)OCC)CC3)ccc21	-13%[76.3 µM]	-1%
CCCC1=Nc2cc(C(=O)NCCc3ccccc3)ccc2Sc2ccc(C)cc21	-9%[76.3 µM]	-14%
COc1ccc(NC(=O)Cn2c(SCc3cccc(Cl)c3)nc3ccncc32)c(OC)c1OC	10%[76.3 µM]	6%
Cc1ccc(S(=O)(=O)N2CCc3cc(C(=O)Nc4ccc(C(F)(F)F)cc4)ccc32)cc1	8%[76.3 µM]	11%
Cc1ccc(C(=O)c2cn(Cc3ccccc3F)c3cc4c(cc3c2=O)OCCO4)cc1	16%[76.3 µM]	2%
Cc1ccc(NC(=O)c2cc(-c3cccs3)nc3ccccc23)c(C)c1	19%[76.3 µM]	0%
CCOc1ccc(CCNC(=O)Cn2ncc3c(=O)oc4ccc(C)cc4c32)cc1	-9%[76.3 µM]	-15%
CCNS(=O)(=O)c1ccc(NC(=O)CSc2nc(-c3ccco3)cc(C(F)(F)F)n2)cc1	-2%[76.3 µM]	-10%
COc1ccc(-c2cc(C(F)(F)F)n3nc(C(=O)Nc4ccccc4SC)cc3n2)cc1OC	5%[76.3 µM]	4%
COc1ccc(CNC(=O)C(=O)Nc2ccc(OC)cc2OC)cc1	-8%[76.3 µM]	-9%
Continuation.
SMILES	GAA glycogen	SMN2 splice up
CCOc1ccc(-n2c(=O)c3c4c(sc3n(CC(=O)Nc3cccc(C(F)(F)F)c3)c2=O)CCCCC4)cc1	-18%[76.3 µM]	8%
COc1ccc(CCNC(=O)CCn2c(=O)c3ccccc3n(CC(=O)Nc3ccccc3F)c2=O)cc1OC	-9%[76.3 µM]	-6%
CCCCOc1ccccc1C(=O)Nc1nonc1-c1ccccc1	-9%[76.3 µM]	-25%
Cn1c(=O)n(C)c2cc(N3CCOCC3)c(NC(=O)c3ccc(Cl)cc3)cc21	21%[76.3 µM]	-3%
COc1ccc(C(=O)Oc2c(Sc3ccc(C)cc3)c(C)nn2C(C)(C)C)cc1OC	-8%[76.3 µM]	4%
Cc1ccc(Cl)cc1N(C)C(=O)c1cc2c(Cl)nc3ccccc3c2s1	-3%[76.3 µM]	3%
CCOC(=O)c1cc(NC(=O)c2ccc(F)cc2)c(=O)n2c1oc1ccccc12	-2%[76.3 µM]	6%
CCOc1ccccc1NC(=O)CSc1nc(-c2cccs2)cc(C(F)(F)F)n1	-3%[76.3 µM]	2%
CCOc1ccc(NC(=O)CSc2nc(-c3ccc(F)cc3)cc(C(F)(F)F)c2C#N)cc1	0%[76.3 µM]	-21%
Cc1ccc(Nc2nnc(-c3ccc(C)c(S(=O)(=O)NCc4nc5ccccc5[nH]4)c3)c3ccccc23)cc1	9%[76.3 µM]	-7%
COc1cc(-c2nc3ccc(Cl)cn3c2Nc2ccc3c(c2)OCO3)ccc1O	?	-19%
Cc1cc(C)c2c(CC(=O)Nc3ccccc3C(F)(F)F)coc2c1	4%[76.3 µM]	10%
O=C(Nc1ccc(Cl)c(-c2nc3cc(Cl)ccc3o2)c1)c1cc([N+](=O)[O-])ccc1N1CCOCC1	-4%[76.3 µM]	3%

One compound at a time, from the list above:
`CCOc1ccc(NC(=O)CSc2nc(-c3ccc(F)cc3)cc(C(F)(F)F)c2C#N)cc1` across the screens: GAA glycogen: 0%[76.3 µM]; SMN2 splice up: -21%
`Cc1ccc(Cl)cc1N(C)C(=O)c1cc2c(Cl)nc3ccccc3c2s1` across the screens: GAA glycogen: -3%[76.3 µM]; SMN2 splice up: 3%
`COc1ccc(C(=O)Oc2c(Sc3ccc(C)cc3)c(C)nn2C(C)(C)C)cc1OC` across the screens: GAA glycogen: -8%[76.3 µM]; SMN2 splice up: 4%
